SMARCA2 act = SMARCA2 function activation, primary screen; 1% of 370,000 active; MG213 cells, MMTV-luciferase reporter, dexamethasone, overnight; activation, % at 9.1 µM; in the data active = activation above about 7.8%;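 also: 0% = vehicle wells and 100% = reference activator wells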
NPR1 activator = GC-A (human) enzyme activation; HEK293 GC-A cells, cGMP TR-FRET, EC30 ANP; 0% at EC30 ANP, 100% saturating ANP; P16066; 0.14% of 370,000 active; activation, % at 10 µM; in the data active = activation above about 40%
GAA850 FXN act = increases GAA850 frataxin promoter reporter activity; HEK293 lucGAA850 FXN promoter luciferase reporter, 24 h; percent of 10 µM SAHA response; activation, % at 6 µM; 0.56% of 360,000 active; AID 540364;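 active = activation above the average of all compounds screened plus 3 SD, cutoff fixed separately per campaign, cut at about 7.5% in these data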;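 also: 0% = DMSO wells and 100% = 10 µM SAHA wells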
ADAM10 inh = inhibits human ADAM10; recombinant ADAM10, EDANS/DABCYL FRET peptide cleavage, 3 h; inhibition, % at 7 µM; 0.62% of 370,000 active; AID 720582;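 active = inhibition above a per-campaign cutoff equal to the mean of compounds falling between control-based bounds plus 3 SD, cut at about 20% in these data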;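 also: 0% = DMSO wells while the 100% control is not disclosed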
hcDAF12 agonist = activators of H. contortus DAF-12 nuclear receptor. HEK293 hcDAF-12 lit1-tk-luc reporter, luminescence; 0% DMSO, 100% Δ7-dafachronic acid. activation, % at 6.8 µM. 1.4% of 370,000 active. AID 652067;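 active = activation above the mean of all tested compounds plus 3 SD, cut at about 5.5% in these data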;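 also: 100% = response to 3 µM Δ7-dafachronic acid high control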
DAX1 inh-1 = blocks DAX1 repression of SF-1 activated StAR promoter | AID 652010 | HEK293T StAR-luciferase reporter, SF-1/DAX-1 repression relief | inhibition, % at 6.8 µM | 1.1% of 370,000 active;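 active = inhibition above the mean over all tested compounds plus 3 SD, cut at about 3.6% in these data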;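 also: 0% = DAX-1 cells with DMSO and 100% = cells lacking DAX-1 with DMSO; higher inhibition means more luminescence from relief of DAX-1 repression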
DAX1 inh-2 = inhibitors of human orphan nuclear receptor DAX1 (NR0B1); P51843; HEK293 Gal4-DAX1 luciferase reporter, luminescence; inhibition, % at 6.75 µM; 0.99% of 340,000 active; AID 504766;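 active = inhibition above the mean over all tested compounds plus 3 SD, cut at about 4.2% in these data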;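 also: 0% = DAX1-transfected cells with DMSO and 100% = empty-vector control cells with DMSO; inhibition shows as a rise in luminescence from relieved DAX1 repression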
Target sequence (P51843 207-470 limits assumed): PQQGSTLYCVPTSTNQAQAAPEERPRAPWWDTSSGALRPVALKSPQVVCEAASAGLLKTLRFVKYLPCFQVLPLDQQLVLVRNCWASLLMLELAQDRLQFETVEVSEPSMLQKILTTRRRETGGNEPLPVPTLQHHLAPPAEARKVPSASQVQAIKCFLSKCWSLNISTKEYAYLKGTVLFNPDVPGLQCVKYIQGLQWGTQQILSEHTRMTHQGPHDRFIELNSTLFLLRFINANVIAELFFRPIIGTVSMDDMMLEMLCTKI
ADAM17 inh = inhibits human ADAM17. recombinant ADAM17, EDANS/DABCYL FRET peptide cleavage. P78536. inhibition, % at 6.95 µM. 0.83% of 370,000 active. AID 720648;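 active = inhibition above the mean of compounds lying between control limits plus 3 SD, set per campaign, cut at about 8.5% in these data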;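 also: 0% = DMSO-only wells as the low control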
Target sequence (P78536 215-824 limits assumed): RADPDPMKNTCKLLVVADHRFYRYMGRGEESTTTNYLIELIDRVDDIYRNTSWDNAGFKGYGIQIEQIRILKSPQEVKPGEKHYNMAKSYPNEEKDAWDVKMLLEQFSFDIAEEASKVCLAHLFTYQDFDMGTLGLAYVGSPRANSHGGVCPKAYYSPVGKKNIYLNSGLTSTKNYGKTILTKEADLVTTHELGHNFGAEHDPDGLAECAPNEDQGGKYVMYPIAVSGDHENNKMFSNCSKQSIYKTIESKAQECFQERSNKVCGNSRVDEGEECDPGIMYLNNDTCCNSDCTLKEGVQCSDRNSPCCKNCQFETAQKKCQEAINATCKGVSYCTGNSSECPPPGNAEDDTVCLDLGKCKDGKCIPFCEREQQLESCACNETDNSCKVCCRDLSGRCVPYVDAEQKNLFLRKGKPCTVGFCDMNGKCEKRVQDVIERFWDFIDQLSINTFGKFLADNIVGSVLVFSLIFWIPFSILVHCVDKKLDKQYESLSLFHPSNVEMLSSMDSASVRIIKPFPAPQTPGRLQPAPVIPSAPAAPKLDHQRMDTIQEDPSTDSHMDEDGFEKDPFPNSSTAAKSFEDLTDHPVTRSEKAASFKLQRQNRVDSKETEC
PG9 binder = PG9 antibody binding by small molecule; TR-FRET gp120-PG9 antibody binding; inhibition, % at 6.7 µM; 0.43% of 360,000 active; AID 624416; in the data active = inhibition above about 8.5%
ssDAF-12 act = S. stercoralis DAF-12 activation, primary screen. HEK293 ssDAF-12/GRIP1 lit1-tk-luc reporter, luminescence; % of 3 µM dafachronic acid response. activation, % at 6.8 µM. 1% of 370,000 active. AID 652126;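 active = activation above the mean over all tested compounds plus 3 SD, cut at about 0.9% in these data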;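 also: 0% = DMSO-only wells and 100% = 3 µM delta7-dafachronic acid wells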
hgDAF12 agonist = agonists of H. glycines DAF-12 nuclear receptor; HEK293 GAL4-hgDAF12 UAS-luciferase reporter, agonist luminescence; normalized to butyrate control; activation, % at 6.8 µM; 1.8% of 370,000 active; AID 687014;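 active = activation above a cutoff set at the mean of all screened compounds plus 3 SD, cut at about 10% in these data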;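 also: 0% = DMSO wells and 100% = sodium butyrate wells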
Starred values were filed as active, the others as inactive; i = inactive; x = not tested or not shown. No enrichment for hits. Share with any hit: about 6.8%.

item	structure	hcDAF12 agonist	ssDAF-12 act	SMARCA2 act	PG9 binder	GAA850 FXN act	NPR1 activator	ADAM17 inh	ADAM10 inh	DAX1 inh-2	DAX1 inh-1	hgDAF12 agonist
1	COc1cc2c(cc1OC)CN(C(=S)NC(=O)c1ccccc1)CC2	-0.2	-1.1	2	0.5	3.5	-3	1	10	-0.5	-1.0	-1.0
2	CCCCN(CCCC)C1=Nc2ccccc2N/C1=C(/C#N)C(=O)OCC	0.3	0.1	-1	-1.0	1.9	7	-35	-90	-0.7	0.2	0.3
3	Cn1c(Cc2ccccc2)nnc1SCC(=O)Nc1cccc(S(=O)(=O)NC2=NCCCCC2)c1	-2.1	-1.4	-3	0.6	-0.7	0	-6	-3	-0.4	-0.2	-2.8
4	Nc1n[nH]c(CO)n1	-1.5	-1.1	2	1.3	-0.6	7	-3	4	-0.5	0.0	-1.4
5	CCN(CC(=O)NCc1cccs1)C(=O)c1cc(S(=O)(=O)N2CCCCC2)ccc1Cl	-1.6	-0.8	6	0.1	0.0	0	-4	0	0.6	0.3	-0.8
6	CCn1cc(/C=C(\NC(=O)c2ccccc2F)C(=O)N2CCN(C)CC2)c2ccccc21	-0.2	-1.5	4	0.2	1.1	-4	-2	-3	-0.4	-0.9	-1.7
7	COc1ccccc1CCNS(=O)(=O)c1c(C)n(C)c(=O)n(C)c1=O	0.9	-1.3	-1	-1.7	-0.6	4	-6	-7	0.9	0.1	5.3
8	CC1=NN(C(C#N)c2ccccc2)C(C)(C)C1 (stereo not drawn)	-0.7	-0.7	2	-2.0	1.9	-2	-3	1	0.2	0.0	3.3
9	COC(=O)c1ccc2nc(C3CCCCC3)c(Cc3ccccc3OC)n2c1	-1.1	-0.3	-3	0.5	x	-2	-1	-6	x	-0.3	4.2
10	CC(C)(O)C#Cc1ccc(CN2CCN(C3CCCCC3)C(CCO)C2)cc1 (stereo not drawn)	-2.0	0.5	-3	-0.1	0.9	2	-2	-3	-0.2	-0.2	-1.6
11	CCn1nc(C)c(CN2CCC(C(=O)Nc3cccc(-c4cccc(F)c4)c3)CC2)c1C	1.8	-1.0	-1	1.7	0.3	6	-4	-1	-1.0	1.6	2.1
12	C=CCNC(=S)NNC(=O)c1ccccc1	-0.8	-1.0	2	-0.9	1.1	5	-5	-7	-0.7	0.7	0.3
13	CCOC(=O)c1oc2cc(OCC(N)=O)ccc2c(=O)c1-c1ccc(OC)c(OC)c1	-1.9	-1.8	-1	0.7	0.6	1	-3	-7	0.6	-0.8	0.8
14	O=C1NC[C@H](CCCCN2CCN(Cc3ccccc3)C(=O)C2=O)N(Cc2ccccc2)C1=O	-1.0	-0.8	1	0.1	x	3	-2	-3	x	-0.7	-1.7
15	O=C(NCCc1ccc(Cl)cc1)C1CCN(S(=O)(=O)N2CCC3(CC2)OCCO3)CC1	-1.1	-1.5	1	1.4	-2.2	0	-8	1	-0.6	-0.3	1.4
16	COc1ccc(CNC(=O)CCc2c(C)nc3cc(-c4ccccc4OC)nn3c2C)cc1	-2.6	-1.7	-4	-1.2	-3.2	0	-27	-63	-1.2	0.6	-3.4
17	COc1ccc(C(C#N)CC(=O)c2ccc3c(c2)OCO3)cc1OC (stereo not drawn)	-1.9	-1.4	-2	0.2	1.3	-2	-5	-15	-1.5	-0.3	3.9
18	Cc1nc(C(=O)N2CCc3c([nH]c4ccccc34)C2c2cc(F)ccc2F)cs1 (stereo not drawn)	3.3	-0.4	-3	1.5	0.3	-5	0	3	3.1	-0.3	3.6
19	O=C(c1cc2sccc2n1Cc1ccccc1)N1CCN(c2nc3ccccc3s2)CC1	-2.5	-2.0	-4	-1.4	-5.5	-2	7	7	-3.3	-1.8	-4.5
20	Cc1cccc(C)c1NC(=O)COC(=O)c1ccccc1[N+](=O)[O-]	-0.6	-1.1	-1	-1.6	2.3	1	1	0	-0.3	0.1	0.7
21	Cc1ccc(CN2CCN(Cc3ccccn3)CC2CCO)cc1 (stereo not drawn)	-2.7	-1.1	0	0.2	1.9	1	0	-8	0.7	-0.2	-2.2
22	CCCN1CCC(=O)N([C@H](CSc2ccc(OC)cc2)Cc2ccccc2)CC1	-1.3	-1.3	1	1.8	-2.4	-1	7	-1	0.0	0.4	-2.7
23	COc1ccc(S(=O)(=O)N2CCC[C@H]2C(=O)N2CCC[C@H]2C(=O)NCc2ccccn2)cc1C	0.6	-0.8	-3	-0.6	x	5	-4	-5	x	-0.9	1.6
24	COc1cccc(C(=O)NCCS(=O)(=O)N2CCC(C)CC2)c1	-0.6	-0.4	-1	-1.1	0.3	1	-2	-3	0.2	0.3	-1.9
25	COc1ccc(C(=O)N2CCC(C(=O)Nc3ccccc3OC)CC2)cc1	-1.4	-0.8	1	0.4	-1.8	-2	-1	1	-0.2	-0.6	0.7
26	CCCCCC(=O)Nc1nnn(CCC)n1	-0.8	-1.7	1	-3.3	1.1	2	-1	4	1.9	1.1	2.6
27	CC(C)Oc1ccc(C(=O)Nc2nc3ccccc3[nH]2)cc1	8.7*	-0.2	2	-1.3	-9.4	4	-1	5	-2.1	1.4	2.1
28	CCCCC(=O)N(C)c1c(C)nc2ccc(C(=O)NCc3ccccc3OC)cn12	0.1	-1.3	0	-0.6	0.2	0	-8	-15	x	-0.3	1.7
29	CCCCOCCCNC(=O)C[C@H]1C[C@@]2(C(=O)OC)C(=C[C@H](C3CCCC3)O[C@@H]2C)N(Cc2ccco2)C1=O	0.3	-0.9	-2	x	x	-9	6	5	x	-0.1	0.1
30	CCC(NC(=O)c1ccccc1NC(=O)C(C)(C)C)C(=O)N1CCCC1 (stereo not drawn)	1.0	-1.1	0	-0.2	-1.8	-5	-4	1	2.9	-0.5	0.9

The closing 2 records of the section before are carried over, then new ones follow.
item	structure	hcDAF12 agonist	ssDAF-12 act	SMARCA2 act	PG9 binder	GAA850 FXN act	NPR1 activator	ADAM17 inh	ADAM10 inh	DAX1 inh-2	DAX1 inh-1	hgDAF12 agonist
29	CCCCOCCCNC(=O)C[C@H]1C[C@@]2(C(=O)OC)C(=C[C@H](C3CCCC3)O[C@@H]2C)N(Cc2ccco2)C1=O	0.3	-0.9	-2	x	x	-9	6	5	x	-0.1	0.1
30	CCC(NC(=O)c1ccccc1NC(=O)C(C)(C)C)C(=O)N1CCCC1 (stereo not drawn)	1.0	-1.1	0	-0.2	-1.8	-5	-4	1	2.9	-0.5	0.9
31	COc1ccc(CCN(C)C(=O)c2cc(S(=O)(=O)N3CCCCC3)ccc2Cl)cc1OC	-2.3	-1.5	6	-0.4	1.7	3	-1	-2	-0.7	-3.7	-2.3
32	CC[C@]12c3[nH]c4cc(-c5ccco5)ccc4c3CCN1C(=O)[C@@H](CC(=O)NC(C)(C)C)C[C@@H]2C(=O)N1CCN(C(=O)c2ccco2)CC1	0.3	-1.3	3	-0.7	-2.8	1	-153	i	-0.9	-0.4	-2.5
33	CCOC(=O)c1cnc2c(c(C)nn2-c2ccc(C)cc2)c1Cl	3.6	0.1	-1	-0.4	-0.5	60*	-7	-7	0.8	0.5	3.0
34	CC(C)c1ccc2[nH]c(O)c(N=NC(=O)c3cccc(S(=O)(=O)Nc4ccc(Cl)cc4)c3)c2c1	0.9	-1.7	-2	-1.8	1.3	-6	-4	-4	0.2	-0.2	6.5
35	C/C=C/c1ccc(OCC(=O)OCc2csc(Nc3ccc(C)cc3)n2)c(OC)c1	2.4	-0.1	2	-1.6	2.8	4	8	15	-0.6	1.6	10
36	C#CCn1c(=NC(=O)CN2C(=O)CCC2=O)sc2cc(S(N)(=O)=O)ccc21	-1.2	-1.4	-1	-0.3	1.3	3	-3	-2	-0.4	-0.3	1.6
37	O=[N+]([O-])c1cnc2nc(-c3ccncc3)nn2c1O	-1.0	-1.5	2	2.3	1.4	0	4	2	-1.7	0.1	-6.0
38	CC(C)NC(=O)NC1CCN(CC(=O)Nc2ccc3c(c2)OCCO3)CC1	-2.6	-1.3	-6	x	x	3	0	-7	x	-2.7	-0.6
39	C=CCNC(=O)C1CCCN(S(=O)(=O)c2ccc(-n3cnnn3)cc2)C1 (stereo not drawn)	1.4	-0.6	-3	0.3	-0.2	1	-2	-4	-0.4	-0.1	-0.1
40	COc1ccc(C(=O)C2CCCN(C(=O)c3cnsn3)C2)c(C)c1 (stereo not drawn)	-2.1	-1.8	-1	0.1	3.0	-2	-4	-3	1.6	-0.6	-1.7
41	CCOC(=O)C1=C(N)N2C(=O)C(C)SC2=C(C(=O)OC)C1c1cccc(OC)c1 (stereo not drawn)	-0.3	-0.9	-3	0.3	2.2	-6	6	-7	0.4	1.2	-0.4
42	CCCn1c(=O)c2ccccc2n2c(SCCOc3ccc(C)cc3)nnc12	-0.4	-0.8	0	-1.1	2.2	-6	-2	-5	-0.3	0.4	-0.8
43	COc1cc(/C=C2/SC(=NCc3ccccc3)N(Cc3ccccc3)C2=O)ccc1O	-0.2	-1.5	-1	2.9	-0.3	0	4	8	-0.7	0.1	0.9
44	Cc1ccc(OCC(=O)N2CCc3ccccc32)cc1	11*	1.6*	2	-1.7	5.7	6	-7	2	2.7	5.1*	22*
45	O=C1c2cccc3cccc(c23)C(=O)N1c1nncs1	-1.4	-1.7	0	0.1	-3.1	1	-70	-225	-0.4	-0.7	-1.0
46	CCC(CC)n1[nH]c(=O)c2c(C)cc(C)nc21	-1.2	-1.0	-2	0.6	2.0	0	-8	-17	-0.4	0.2	-2.4
47	CCOc1ccc(-c2c(C(=O)N/N=C(\C)c3cccs3)nnn2-c2nonc2N)cc1	-1.4	-1.5	7	-2.3	-0.3	-1	1	3	0.2	1.2	2.3
48	CCc1ccc([C@@H]2CC=C(C(=O)O)[C@H](c3ccccc3)N2S(=O)(=O)c2ccc(C)cc2)cc1	-1.3	-1.4	0	1.1	0.4	1	0	0	0.8	-0.1	0.8
49	CCOC(=O)c1[nH]c(C)c(C(=O)NCC2CCCO2)c1C (stereo not drawn)	-2.1	-1.0	0	-2.2	0.3	1	-3	-10	1.0	-0.1	-2.6
50	CC(C)N(Cc1ccccc1)C(=O)CCS(=O)(=O)c1ccc2c(c1)oc(=O)n2C	-1.3	-1.2	-1	-0.4	1.4	0	-2	-4	0.9	-0.2	-0.1
51	Cc1ccc(NP(=O)(c2ccc(N(C)C)cc2NC(=O)c2cccs2)N2CCOCC2)cc1Cl (stereo not drawn)	5.0	0.6	-3	-1.1	-0.2	-10	7	8	1.7	1.2	4.6
52	O=C(COC(=O)c1ccc(F)c(S(=O)(=O)N2CCCCC2)c1)NCc1ccc(F)cc1	-0.5	-1.4	4	-0.5	3.0	-5	-2	4	-0.3	0.7	1.3
53	COc1ccc(-c2nnn(Cc3ccccc3F)n2)cc1	1.6	0.1	1	0.9	3.1	-3	-1	9	3.4	0.4	12*
54	CC(=O)NC(CC(=O)NNC(=O)COc1c(C)cccc1C)c1ccccc1 (stereo not drawn)	0.8	-0.6	-1	-1.4	-1.1	2	2	-4	-0.8	-0.7	-1.1
55	Cc1ccnc(N2CCCC(C(=O)NCc3cccs3)C2)n1 (stereo not drawn)	-1.0	-1.2	4	-0.6	0.0	-1	-9	-27	-1.2	-0.4	0.2
56	Cc1cccc(N2CCN(C(=O)C3COc4ccccc4O3)CC2)c1C (stereo not drawn)	-0.5	-1.6	-1	-2.2	3.8	17	0	-2	-0.6	0.3	-2.3
